TRb SRC2 PPI = inhibitors of human thyroid hormone receptor beta-SRC2 interaction | Potency, µM (top dose mostly 106 µM), inactives show top-dose activity change, negative = inhibition, most hits filed as inhibitors | P10828 | 0.065% of 280,000 active | TRbeta-SRC2 peptide binding, fluorescence polarization; receptor liganded with 1 µM T3;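 also: plate controls were bound peptide for no effect and peptide without receptor for full effect; nearly all actives have a fitted effect of over 50% in size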
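Read-out is fluorescence polarization (555 nm excitation, 632 nm emission) of a Texas Red SRC2 coactivator peptide; loss of signal reflects blocked binding to human TRb ligand-binding domain in the presence of 1 uM T3.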
TR SRC2 fluor cs = Texas Red fluorescence interference in TRb-SRC2 counter-screen. 0.29% of 280,000 active. AID 1479. TRb/SRC2 Texas Red total fluorescence interference. Potency, µM (titrated, usually from 106 µM), inactives show at the top dose fluorescence change, negative = quenching; active = well fitted curve in either direction with a large enough effect; inconclusive = small, poorly fitted or top-dose-only effect
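Human TRβ ligand-binding domain (0.6 uM) and Texas Red SRC2 peptide (20 nM) in Tris buffer with 1 uM T3 and 5% DMSO were incubated with pinned compound for 5 hr at ambient temperature. Total fluorescence was computed as S + 2P (555/632 nm).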
Tau fluor counter = counter-screen for tau fibril formation inhibitors. tau K18 P301L Alexa594 fluorescence, heparin fibrillization. Potency, µM (doses to about 57.7 µM), for inactives: at the highest dose activity change, negative = decrease. 0.93% of 280,000 active. AID 1463; also: nearly all actives have a fitted effect of over 55% in size
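Human K18 P301L tau (15 uM unlabeled plus 0.24 uM Alexa 594-labeled, final) in 100 mM sodium acetate pH 7 was mixed with compound and 20 uM heparin and incubated 6 hr at 37 C.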
ALDH1A1 block = ALDH1A1 (human) enzyme inhibition; Potency, µM (doses to about 75.3 µM), inactives show at the top dose activity, negative = inhibition, usual class: inhibitors; Purified ALDH1A1, NADH fluorescence, propionaldehyde substrate; 7.3% of 220,000 active; AID 1030; P00352; active = well fitted inhibition curve with a large enough effect, not every such curve was filed as active; inconclusive = small, poorly fitted or top-dose-only effect, or another doubt; inactive = no such curve, though single readings can be large or run the other way;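 also: plate controls were no enzyme wells and a reference inhibitor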
Target sequence (P00352 whole entry, looked up): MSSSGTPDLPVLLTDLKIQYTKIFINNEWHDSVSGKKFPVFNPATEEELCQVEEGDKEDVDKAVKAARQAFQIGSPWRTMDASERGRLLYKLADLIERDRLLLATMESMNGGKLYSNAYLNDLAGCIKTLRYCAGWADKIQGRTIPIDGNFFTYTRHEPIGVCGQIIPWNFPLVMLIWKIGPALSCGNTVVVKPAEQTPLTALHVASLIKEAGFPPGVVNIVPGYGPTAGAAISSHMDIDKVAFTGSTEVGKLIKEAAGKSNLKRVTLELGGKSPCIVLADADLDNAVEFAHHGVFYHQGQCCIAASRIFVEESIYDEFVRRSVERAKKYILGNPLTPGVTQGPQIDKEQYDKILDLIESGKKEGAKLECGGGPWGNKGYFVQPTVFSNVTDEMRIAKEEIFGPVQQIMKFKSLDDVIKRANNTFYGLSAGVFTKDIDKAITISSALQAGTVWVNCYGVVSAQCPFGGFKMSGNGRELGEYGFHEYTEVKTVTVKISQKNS
aGal spleen mod = inhibits or activates alpha-galactosidase in human spleen homogenate; P06280; human spleen homogenate, 4MU-alpha-Gal fluorescence, 40 min; Potency, µM (top dose mostly 80 µM), inactives show top-dose activity change, negative = inhibition, most hits filed as inhibitors; 0.008% of 240,000 active;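 also: 0% = enzyme with vehicle and -100% = no enzyme basal signal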
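Human spleen homogenate (1 ug) was the enzyme source, with 4-methylumbelliferyl-alpha-D-galactopyranoside (1 mM final) in pH 5.0 citrate buffer with 0.01% Tween-20. Compounds were titrated; after 40 min at 37C, NaOH/glycine stop, 4-MU fluorescence read; AC50 from Hill fits.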
Tau FP inhib = blocks human tau fibril formation measured by polarization | P10636 | K18 P301L tau heparin fibrillization, Alexa594 FP, 6 h | Potency, µM (top dose mostly 57.7 µM), without a hit: at the highest dose activity, negative = inhibition, actives largely listed as inhibitors | 0.39% of 280,000 active; also: nearly all actives have a fitted effect of over 55% in size
Target sequence (P10636 561-689 P618L limits assumed): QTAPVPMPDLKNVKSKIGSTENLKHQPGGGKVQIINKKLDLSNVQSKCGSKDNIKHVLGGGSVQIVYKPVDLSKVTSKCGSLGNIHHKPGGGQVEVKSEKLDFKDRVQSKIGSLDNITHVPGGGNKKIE
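FP of Alexa 594-tau after heparin (20 uM) induction. Substrate: human K18 P301L, 15 uM unlabeled, 0.24 uM labeled. Buffer 100 mM sodium acetate pH 7. 6 hr, 37 C.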
L3MBTL1 block = L3MBTL1 (human) inhibition | Q9Y468 | AlphaScreen L3MBTL1–H3K9me1 peptide binding | Potency, µM (titrated, usually from 57.1 µM), for the others: at the top dose activity, negative = inhibition, actives largely listed as inhibitors | 0.66% of 230,000 active | AID 485360; also: nearly all actives have a fitted effect of over 60% in size
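Displacement of a biotinylated histone H3(1-15) peptide monomethylated at Lys9 (75 nM) from L3MBTL1 (50 nM) was measured by AlphaScreen after a 30 min room-temperature compound incubation; cefsulodin titration served as intraplate control.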
Tau fibril ThT = tau fibrillization inhibition (ThT binding); P10636; recombinant tau K18 P301L (four-repeat tau fragment), heparin-induced fibrillization, ThT fluorescence; Potency, µM (top dose mostly 57.4 µM), inactives show at the top dose activity, negative = inhibition, usual class: inhibitors; 2.1% of 270,000 active; AID 1460; also: nearly all actives have a fitted effect of over 55% in size
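Aggregation was driven by heparin (20 uM final) acting on recombinant tau […] bearing P301L in 100 mM sodium acetate pH 7; fibrils were detected with Thioflavin T.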
* hit, by the source's call; ? = inconclusive; . = no result given; [ ] = another dose, or the depositor's remark. Unless noted, calls follow the shape of the dose curve; as a rule, active = well fitted curve in the direction sought with a large enough effect; inconclusive = small, poorly fitted or top-dose-only effect, or another doubt; inactive = no such curve, though single readings can be large; an effect the other way counts as inactive or inconclusive. Unless noted, % is scaled to controls: 0 for no effect and ±100 for the full control effect; potency is read from the fitted curve at half-maximal effect.

1. CCOc1ccc(NC(c2ccc(Cl)cc2)c2nnc(-c3cccc(F)c3)o2)cc1 (centres undefined)
2. COCCOC(=O)C1=C(C)NC(=O)CC1c1cc2c(cc1Br)OCO2 (centres undefined)
3. FC(F)(F)c1ccnc(NCc2ccco2)n1
4. O=C(NCC(c1cccs1)N1CCOCC1)c1ccccc1NS(=O)(=O)c1ccc(Cl)cc1 (centres undefined)
5. CC(=O)N1CC(=O)N(OCc2ccccc2)C1c1ccc(Cl)cc1Cl (centres undefined)
6. CC(C)N(C(=O)Cn1cnc2c(cnn2-c2ccccc2Cl)c1=O)C(C)C
7. O=C(COC(=O)c1cc(-c2cccs2)nc2ccccc12)c1ccc(F)cc1
8. CCOC(=O)c1c(NC(=O)Cc2cccs2)sc(C(=O)NC2CCCC2)c1C
assay / entry | 1 | 2 | 3 | 4 | 5 | 6 | 7 | 8
TRb SRC2 PPI | -1% | 3% | 9% | -6% | -6% | 3% | 4% | 0%
TR SRC2 fluor cs | 0% | 0% | 0% | 2% | -1% | -1% | -3% | 3%
Tau fluor counter | ? | 2% | -21% | -20% | -4% | 3% | ? | 3%
ALDH1A1 block | . | 19% | . | -8% | -10% | -1% | . | 14%
aGal spleen mod | . | 3% | 8% | 1% | 3% | 1% | . | -5%
Tau FP inhib | ? | -1% | -7% | 3% | -5% | 0% | ? | 1%
L3MBTL1 block | . | -7% | . | -3% | -3% | -1% | . | 3%
Tau fibril ThT | ? | 8% | . | -7% | 0% | -1% | -28% | -1%

9. O=c1[nH]ccc2c(O)cccc12
10. CC(C)CC(c1nnnn1Cc1ccco1)N1CCN(c2cccc(Cl)c2)CC1 (centres undefined)
11. CCn1nc(NC(=O)c2ccccn2)c2cc3cc(C)ccc3nc21
12. S=C1NC2(CCS1)Oc1ccccc1C1CC(c3ccccc3)=NN12 (centres undefined)
13. O=[N+]([O-])c1ccc2[nH]ncc2c1
14. C[N+]1(CCCCSc2ccc(O)cc2)CCCCC1
15. O=C1[C@H]2[C@H]3[C@H](O)[C@H](O)C/C(=N/OCc4ccccc4)[C@@H]3CC[C@@H]2C(=O)N1C[C@@H]1CCCO1
16. COc1cccc(-c2cc(C(F)(F)F)c3c(N)c(C#N)sc3n2)c1
assay / entry | 9 | 10 | 11 | 12 | 13 | 14 | 15 | 16
TRb SRC2 PPI | 0% | 0% | 0% | -1% | -6% | -4% | 2%[11.2 µM] | 0%
TR SRC2 fluor cs | 0% | -5% | -5% | -2% | -1% | 0% | 1%[11.2 µM] | -5%
Tau fluor counter | -9% | 6% | -18% | -27% | -19% | 0% | -6%[11.6 µM] | -3%
ALDH1A1 block | ? | ? | ? | . | -1% | 0% | 24%[13.5 µM] | 7%
aGal spleen mod | 16% | 4% | 25% | 5% | -9% | -11% | -6%[17.5 µM] | 6%
Tau FP inhib | -13% | 6% | 1% | 0% | 10% | 9% | -4%[11.6 µM] | -2%
L3MBTL1 block | . | -3% | 61%[activator] | . | . | 5% | . | 5%
Tau fibril ThT | -8% | 1% | -13% | . | ? | 6% | -4%[11.5 µM] | -4%

17. CCOC(=O)N1CCN(C(=O)c2ccc3c(=O)n(-c4ccc(OC)cc4OC)c(=S)[nH]c3c2)CC1
18. CCOC(=O)c1c(NC(=O)CSc2nnc(-c3cccnc3)o2)sc(C(C)=O)c1C
19. Cc1ccc(OCC(=O)Nc2cccc(-c3nnc(-c4ccccc4)o3)c2)c(C)c1
20. CCCn1c(SCC(=O)NCCc2ccccc2)nnc1-c1ccccn1
21. O=C(C1CC=CCC1)N1CCC(CO)(Cc2ccc(Cl)cc2)CC1 (centres undefined)
22. COc1cccc(CC(=O)Nc2ccc(-c3nc4ccccc4s3)cc2)c1
23. FC(F)(F)c1cccc(Nc2c3c(nc4ccc(Cl)cc24)CCC3)c1
24. N#CC1=C(N)Oc2n[nH]c(-c3ccccc3)c2C1c1ccsc1 (centres undefined)
assay / entry | 17 | 18 | 19 | 20 | 21 | 22 | 23 | 24
TRb SRC2 PPI | 0% | -1% | -2% | 9% | -8% | 1% | -3% | -21%
TR SRC2 fluor cs | -2% | 3% | 2% | 0% | -3% | -24% | -1% | -1%
Tau fluor counter | 5% | -7% | -10% | -1% | -7% | 11% | ? | ?
ALDH1A1 block | -8% | -2% | -4% | -13% | 5% | . | . | -4%
aGal spleen mod | 4% | -2% | 1% | -4% | 1% | . | . | -20%
Tau FP inhib | -5% | 1% | 1% | 1% | -5% | ? | -15% | ?
L3MBTL1 block | 7% | 5% | 6% | 3% | 0% | . | . | -27%
Tau fibril ThT | 5% | -13% | -17% | -6% | -10% | 7% | -6% | ?

25. Cc1ccc(Nc2nnc(-c3ccc(C)c(S(=O)(=O)N4CCN(C)CC4)c3)c3ccccc23)c(C)c1
26. COc1cc(C(=O)Nc2ccccc2-c2nnn(CC(N)=O)n2)cc(OC)c1OC
27. COc1ccc(C(=O)CSc2ccc(-c3ccc(C)cc3)nn2)cc1
28. C=CCNC(=O)C1CC(=O)N(c2ccc(OCC(=O)Nc3ccc(Cl)c(C(F)(F)F)c3)cc2)C1 (centres undefined)
29. CCCS(=O)(=O)N1CC(=O)N(c2ccc(C)cc2)C(C)(C(=O)NC2CCCCCC2)C1 (centres undefined)
30. COc1ccc(-c2nc(Cn3c(SCc4cccc(F)c4)nc4ccncc43)c(C)o2)cc1OC
31. CC1CN(C(=O)C2CCCCC2)C(C)CN1C(=O)C1CCCCC1 (centres undefined)
32. CC(C)On1c(SC(C)C)nc2ccccc2c1=O
assay / entry | 25 | 26 | 27 | 28 | 29 | 30 | 31 | 32
TRb SRC2 PPI | -2% | 1% | -2% | -8% | 2% | -15% | 4% | 7%
TR SRC2 fluor cs | -1% | 0% | -1% | -5% | -10% | 3% | 1% | 1%
Tau fluor counter | -14% | -3% | ? | -2% | -10% | 1% | 2% | -8%
ALDH1A1 block | . | -5% | ? | 5% | . | -5% | 5% | ?
aGal spleen mod | . | 6% | -12% | 8% | . | 3% | -14% | -2%
Tau FP inhib | -6% | 4% | -10% | ? | -7% | -3% | 4% | 7%
L3MBTL1 block | . | . | 11% | . | . | -2% | 0% | 14%
Tau fibril ThT | -24% | -4% | ? | 5% | -8% | -14% | -5% | -6%

33. Cc1cccc(C(=O)Nc2cccc(Br)c2)c1[N+](=O)[O-]
34. CC(=O)Nc1ccc(S(=O)(=O)Nc2nc(C)cc(-n3nc(C)cc3C)n2)cc1
35. CCOP(=O)(c1c(F)c(F)c(F)c(F)c1F)C(O)c1ccccc1 (centres undefined)
36. O=c1[nH]oc2cc(Cl)ccc12
37. NC(=O)c1oc2ccccc2c1NC(=O)c1ccccc1
38. Cc1sc(NC(=O)c2cc(-c3ccc(Cl)cc3)nc3ccccc23)c(C(N)=O)c1C
39. Cc1ccc(NC(=S)N(CCCN2CCOCC2)Cc2ccccn2)cc1Cl
40. C=CCN1C(=O)/C(=C/c2ccsc2)SC1=S
assay / entry | 33 | 34 | 35 | 36 | 37 | 38 | 39 | 40
TRb SRC2 PPI | 0% | -6% | 0% | -1% | 6% | -2% | -1% | 3%
TR SRC2 fluor cs | -2% | 1% | -1% | -1% | -3% | -3% | -8% | 0%
Tau fluor counter | -28% | -7% | -6% | 0% | -14% | -17% | -2% | -12%
ALDH1A1 block | -6% | 4% | -7% | . | ? | 25µM* | -12% | ?
aGal spleen mod | -3% | -1% | -1% | 2% | 2% | 4% | 5% | 5%
Tau FP inhib | ? | 2% | -4% | 5% | -13% | -7% | 4% | -6%
L3MBTL1 block | -5% | . | -6% | 6% | . | -4% | -3% | .
Tau fibril ThT | ? | -14% | -7% | 1% | -6% | -10% | 1% | -13%

41. CC#CCN1c2ccccc2[C@]23C[C@@H](C(=O)OC)N(C(C)=O)C2=NC(C(=O)OC)=C(C(=O)OC)[C@H]13
42. CCC(=O)Nc1cccc(NC(=O)c2ccccc2Br)c1
43. COc1ccc(CCNC(=O)CSc2nc3[nH]ncc3c(=O)n2-c2ccc(Br)cc2)cc1OC
44. Cc1c(C#N)c(NC(=O)CCl)n(Cc2cccs2)c1C
45. CCOC(=O)c1cc2c(=O)n3ccccc3nc2n(CC(C)C)c1=NC(=O)c1cc2ccccc2o1
46. C=CCNC(=S)NNC(=O)c1ccc(Br)o1
47. COc1ccc(C(=O)N[C@H](C(=O)NCc2ccco2)C(C)C)cc1
assay / entry | 41 | 42 | 43 | 44 | 45 | 46 | 47
TRb SRC2 PPI | 6%[11.2 µM] | -4% | 8% | -8% | 0% | 3% | 1%
TR SRC2 fluor cs | 1%[11.2 µM] | -2% | -1% | 4% | -3% | 2% | -4%
Tau fluor counter | -3%[11.6 µM] | -8% | 5% | -5% | -13% | -7% | 2%
ALDH1A1 block | 19%[13.5 µM] | -6% | 25% | ? | . | 7% | 12%
aGal spleen mod | -2%[17.5 µM] | -4% | 0% | -8% | . | 4% | 1%
Tau FP inhib | -1%[11.6 µM] | 1% | 5% | 0% | 10% | -2% | -2%
L3MBTL1 block | . | -1% | -13% | 6% | . | 11% | 1%
Tau fibril ThT | 0%[11.5 µM] | -3% | 1% | ? | -16% | -11% | 2%

Assay outcomes deposited in PubChem BioAssay by National Center for Advancing Translational Sciences (NCATS).
